From PubChem BioAssay
eLon inh – E. coli protease La inhibition | 0.42% of 360,000 active | AID 602123 | inhibition, % at 7.94 µM | P0A9M0 | purified E. coli Lon protease, fluorescence polarization; in the data active = inhibition above about 13%, passing the limit was not always enough;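 note: 0% = enzyme with probe and DMSO and 100% = no enzyme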
Target sequence (P0A9M0 whole entry, looked up): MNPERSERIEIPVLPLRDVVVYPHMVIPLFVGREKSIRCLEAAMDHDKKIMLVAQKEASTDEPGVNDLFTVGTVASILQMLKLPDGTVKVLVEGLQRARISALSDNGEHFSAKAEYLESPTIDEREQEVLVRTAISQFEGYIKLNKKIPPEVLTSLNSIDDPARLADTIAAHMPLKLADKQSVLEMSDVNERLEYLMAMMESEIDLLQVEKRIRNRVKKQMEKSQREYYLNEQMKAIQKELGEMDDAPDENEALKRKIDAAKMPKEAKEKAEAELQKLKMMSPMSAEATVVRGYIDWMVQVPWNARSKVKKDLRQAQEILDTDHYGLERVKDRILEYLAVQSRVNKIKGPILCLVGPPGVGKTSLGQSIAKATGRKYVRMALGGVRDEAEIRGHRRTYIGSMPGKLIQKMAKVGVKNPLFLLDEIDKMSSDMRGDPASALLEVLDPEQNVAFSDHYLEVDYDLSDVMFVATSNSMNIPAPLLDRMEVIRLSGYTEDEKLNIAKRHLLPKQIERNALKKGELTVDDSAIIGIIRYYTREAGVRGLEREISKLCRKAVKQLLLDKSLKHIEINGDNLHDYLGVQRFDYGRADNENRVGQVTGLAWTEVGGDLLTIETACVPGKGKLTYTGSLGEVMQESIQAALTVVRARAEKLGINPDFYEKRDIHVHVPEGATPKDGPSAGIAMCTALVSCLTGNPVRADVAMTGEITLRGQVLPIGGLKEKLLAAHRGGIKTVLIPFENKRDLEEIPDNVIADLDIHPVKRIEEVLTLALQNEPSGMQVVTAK
bovine MsrA act – bovine methionine sulfoxide reductase A activation; purified bovine MsrA, absorbance read-out; activation, % at 10.6 µM; 0.3% of 360,000 active; AID 602163; in the data active = activation above about 7.5%;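 note: 0% = vehicle and 100% = reference activator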
TbMetRS inhib – blocks T. brucei methionyl-tRNA synthetase activity; purified T. brucei MetRS, ATP depletion, Kinase-Glo luminescence; inhibition, % at 11.9 µM; 0.4% of 360,000 active; AID 624268;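 active = inhibition above a per-plate cutoff of the control wells' mean inhibition plus 3 SD, cut at about 5.5% in these data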;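 note: 0% = DMSO wells median and 100% = median of wells with control inhibitor compound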
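Test system: purified T. brucei MetRS enzyme. Also added: ATP, methionine and E. coli bulk tRNA substrates. Compound: 11.9 µM single point. Schedule: 15 min enzyme-compound preincubation, 2 h reaction, 10 min detection, 25 °C. Signal: luciferase luminescence of residual ATP, Kinase-Glo. Evaluation: percent inhibition versus plate control medians. Controls: DMSO wells, low control.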
CendR NRP1 mod – modulators of CendR peptide binding to human neuropilin-1; 0.85% of 360,000 active; FAM-RPARPAR peptide binding to NRP-1, fluorescence polarization; inhibition, % at 25 µM; O14786;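 active = inhibition or corrected inhibition above about 18%, plus a signal ratio from 0.5 to 1.5, limit read from the data, passing the limit was not always enough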; note: strong numbers were not always called active
MsrA inhibitor – bovine MsrA inhibition. purified bovine MsrA, absorbance read-out. inhibition, % at 15.5 µM. 0.75% of 360,000 active. AID 651718; in the data active = inhibition above about 4.5%;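 note: 0% = vehicle wells with enzyme and 100% = reference inhibitor wells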
SKN-1 block – C. elegans SKN-1 inhibition. C. elegans VP596 Pgst-4::GFP/RFP ratio, acrylamide-induced, 24 h. inhibition, % at 21.8 µM. 0.49% of 360,000 active;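 active = interference check ratio from 0.5 to 1.5 plus GFP to RFP signal ratio inhibition reaching or exceeding a fixed threshold, cut at about 30% in these data, passing the limit was not always enough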; note: some compounds called inactive have numbers as strong as hits
MT1-MMP act inh – MT1-MMP (human) activation inhibition. 0.061% of 360,000 active. AID 651647. P50281. GFP/RFP ratio change, % at 20 µM. HT1080 RFP-PRO-GFP cells, GFP/RFP ratio fluorescence, overnight; percent of plate control window, DMSO zero;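 active = GFP/RFP ratio change of at least 30% with cell ATP level not reduced by more than half and red fluorescence within 50% of control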; note: strong numbers were not always called active
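Material: RFP-PRO-GFP reporter HT1080 cells. Dosing: single-point 20 µM compound, 1% DMSO. Controls: DMSO and RFP-L50D-GFP cell wells. Timing: cells overnight before dosing, compound overnight, 37 °C, 5% CO2. Measure: GFP/RFP fluorescence ratio.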
PABP1 MLLE inh – blocks PAM2 peptide binding to the PABP1 MLLE domain; inhibition, % at 20 µM; GST-MLLE / FITC-PAM2 fluorescence polarization; 0.36% of 360,000 active; in the data active = inhibition above about 35%, passing the limit was not always enough;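 note: plate controls were DMSO wells with GST-MLLE for no effect and wells lacking GST-MLLE protein for full effect; some results filed as inactive read as strong as hits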
FAS TE block – blocks the thioesterase domain of human fatty acid synthase. P49327. recombinant FAS-TE, OMFH fluorogenic substrate, fluorescence endpoint. inhibition, % at 15 µM. 0.67% of 360,000 active;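 active = compounds whose normalised, plate-corrected inhibition of enzyme fluorescence in the single-dose primary screen is 50% or more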;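 note: 0% = DMSO with enzyme and 100% = substrate without enzyme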
Numbers without * were called inactive; i = inactive; . = no result given.

SMILES	eLon inh	bovine MsrA act	TbMetRS inhib	CendR NRP1 mod	MsrA inhibitor	SKN-1 block	MT1-MMP act inh	PABP1 MLLE inh	FAS TE block
O=C(/C=C\Nc1cccc(F)c1)c1cccs1	5	-4	-0.8	0	1.5	69*	-2	-13	2
CC(C)C(c1nnnn1C1CCCC1)N1CCN(C(=O)c2ccco2)CC1 (stereo unspecified)	3	0	-0.7	-3	-0.1	9	4	20	-4
CCn1c(SCCC(=O)O)nnc1-c1cccnc1	-2	-2	-0.6	-3	-0.3	-5	1	4	-5
CCOC(=O)C[C@H]1c2ccc(C(F)(F)F)cc2S(=O)(=O)N1c1ccccc1	4	0	-0.5	3	1.1	30	5	-21	9
O=C(CSc1ncn[nH]1)N/N=C/c1ccc(Br)cc1	-8	-3	0.1	10	-0.6	-2	-1	-8	-38
COc1ccc(C(C#N)Nc2ccc(C)cc2)cc1 (stereo unspecified)	-2	-2	-0.9	-3	1.8	9	-1	0	-1
Cc1ccc(C(=O)CNc2ccc(C)cc2C)cc1	-4	-3	-2.1	14	0.2	21	1	9	10
CCCCn1c(=S)[nH]c2ncccc2c1=O	-6	2	1.4	8	0.3	-11	3	-44	-3
CCOC(=O)[C@@H]1[C@H]2COc3ccccc3[C@@H]2N2C(=O)N(c3ccc(C)cc3)C(=O)[C@@]12C	-5	-3	0.2	4	2.2	0	4	2	-4
Cc1[nH]c2ccccc2c1/C=N/NC(=S)NC(C)C	-32	-7	-1.1	-72	3.5	-1	0	-40	5
CC12CCC(=O)C=C1CCC1C2C(O)CC2(C)C1CCC2(O)C(=O)COC(=O)COCC(=O)O (stereo unspecified)	-25	-4	-0.2	-5	0.8	7	4	-2	-6
Cc1ccc(S(=O)(=O)c2c[nH]c3ccc(C)cc3c2=O)cc1	-4	-2	8.9*	16	2.5	-3	-2	11	-5
CCOC(=O)c1c(CN2CCN(CCO)CC2)n(-c2ccccc2)c2cc(Br)c(O)cc12	-7	-2	-0.5	-13	-1.2	0	-11	-2	-2
O=C(N/C(=C/c1ccc(Cl)cc1)C(=O)N1CCCC1)c1ccccc1	-11	-4	0.7	0	1.2	-2	1	-2	-2
CCCSc1ccc([C@@H]2[C@@H]3C(=O)N(CC)C(=O)[C@@H]3[C@]3(C(=O)OC)CCCCN23)cc1OC	-6	-9	0.4	0	-1.0	0	5	0	10
CC(=O)c1sc(NC(=O)c2cc(S(=O)(=O)N3CCOCC3)ccc2F)nc1C	0	-1	-0.3	-6	3.1	10	-3	-2	-5
CN1CCN(C(=O)C23CC4CC(C2)CC(c2ccccc2)(C4)C3)CC1	-2	-5	-0.5	15	1.6	-1	-4	13	-5
CCC(=O)n1nc(-c2ccc(Cl)cc2)nc1N	-2	-2	0.1	9	-1.1	11	-1	-13	-4
COC(=O)c1ccc(C(=O)N(CCN(C)C)c2nc3c(Cl)cccc3s2)cc1	-1	-2	-0.1	8	0.3	6	-3	6	11
COc1ccc(CCN(C(=O)C(F)(F)F)C(C(=O)NC2CCCC2)c2cccs2)cc1 (stereo unspecified)	-1	2	-0.2	-3	-0.6	7	-23	-5	24
CN1C(=O)/C(=C/c2coc3ccc(O)cc3c2=O)SC1=S	-31	-5	-0.7	-38	-0.2	14	-1	-88	29
CCn1nc(C(=O)N2CCN(Cc3ccc4c(c3)OCO4)CC2)c2ccccc2c1=O	-5	-3	-0.2	3	-1.0	-5	-3	1	-11
CS(=O)(=O)N1CCN(c2ccccc2NC(=O)c2ccc(-c3ccc(Cl)cc3Cl)o2)CC1	-5	-2	0.3	11	1.8	8	-1	1	24
CCN1CC(CN(C)Cc2nc(COc3ccccc3)no2)CC1=O (stereo unspecified)	-3	-2	-0.8	4	-0.6	13	9	9	-4
Cc1cccc(C(=O)NC2CCN(C(=O)NCc3ccccc3)CC2)c1	10	0	-0.6	-4	0.8	-7	7	-80	-4
Continuation:
SMILES	eLon inh	bovine MsrA act	TbMetRS inhib	CendR NRP1 mod	MsrA inhibitor	SKN-1 block	MT1-MMP act inh	PABP1 MLLE inh	FAS TE block
CCOCCCn1c(SCC(=O)NCc2ccc3c(c2)OCO3)nc2ccccc2c1=O	-13	-2	-0.8	5	-1.1	-1	-1	-20	6
Cc1ccc(-c2cccc(-c3cc(=O)oc4ccc(C(C)(C)C)cc34)c2)cc1	-14	-7	-2.6	0	2.0	6	-2	-3	20
CN1/C(=C\C=C2/SC(=S)N(CC(=O)O)C2=O)C(C)(C)c2ccccc21	-313	-7	-1.7	136	0.6	56	-18	i	-145
CCCCn1c(=NC(=O)c2ccco2)c(C(=O)OCC)cc2c(=O)n3ccccc3nc21	-5	0	0.4	-5	0.0	-6	6	-1	36
O=C(Nc1ccc(Cl)cc1)ON=C1CCCC1	-4	-2	-0.6	1	0.2	15	-1	-11	-8
CC1CCCN(C(=O)CCS(=O)(=O)c2ccc3c(c2)NC(=O)C(C)S3)C1 (stereo unspecified)	3	0	0.0	4	.	16	3	15	-6
Cc1nn(Cc2ccc(C(=O)NN)cc2)c(C)c1Cl	6	-2	-0.2	-2	-1.8	3	0	-11	-6
CN(CCOc1ccccc1)C(=O)C1CCN(C(=O)c2ccc(F)cc2)CC1	-5	0	-0.2	6	-0.1	12	-4	-11	-6
CC1CN(c2ncnc3c2cnn3-c2ccc(Cl)cc2)CC(C)O1 (stereo unspecified)	-3	0	0.2	3	-1.1	-2	1	2	5
FC(F)(F)c1ccc(-c2cccc3c2C2CC3CCN2C(=S)NCCc2ccccc2)cc1 (stereo unspecified)	-11	-3	-0.5	7	-1.2	2	-3	-92	23
C=CCn1c(SCC(=O)N2CCOCC2)nc2sc3c(c2c1=O)CCCC3	0	-4	-0.7	4	1.4	-18	7	-5	1
O=C(N/N=C/c1ccc([N+](=O)[O-])o1)c1cc(-c2cccc(Br)c2)nc2ccccc12	5	-3	-0.3	-10	-1.0	22	20	-19	12
CCNS(=O)(=O)c1ccc(Br)c(C(=O)OC(C)C(=O)NCC2CCCCC2)c1 (stereo unspecified)	4	-5	-0.4	1	-0.3	-2	4	2	8
CCN(CC)S(=O)(=O)c1cccc(-c2nnc(SCC(=O)c3cc(C)n(C4CC4)c3C)o2)c1	10	-2	0.4	2	0.0	42*	0	-113	12
O=C(c1ccccc1)N1CCN(C(=O)C2CC2)CC1	5	-1	0.5	13	-1.0	10	1	-9	-4
O=C(COC(=O)COc1ccccc1[N+](=O)[O-])Nc1ccc2c(c1)OCO2	10	-1	-0.2	6	0.9	22	4	5	-4
COc1cc(-c2cc(=O)c3c(O)c(OC)c(OC)c(O)c3o2)ccc1O	18	-2	1.0	0	2.1	7	-12	27	-1
O=C(Cn1nnc(-c2ccccc2NC(=O)c2ccccc2F)n1)NCc1ccco1	-3	-3	-0.1	0	0.0	-4	-8	7	0
N#CC1C(C#N)N2CCCN2C1c1ccc(Cl)cc1 (stereo unspecified)	-2	-2	0.7	2	-0.9	5	-7	10	-2
COc1ccc(-n2c(COc3ccc(C)cc3)nnc2SCc2ccc(C#N)cc2)cc1	-8	-1	0.3	-4	-0.1	11	-9	-109	24
CN1C(=O)[C@H]2[C@@H](C3CC3)N3C(=O)CN(Cc4ccccn4)C(=O)[C@@]3(Cc3ccccc3)[C@H]2C1=O	-2	-2	0.5	-6	1.8	15	3	10	-15
Cc1cc(C(F)F)n2nc(C(=O)Nc3cccc(S(=O)(=O)N4CCOCC4)c3)nc2n1	-11	-4	-0.3	0	-0.5	-11	-3	-5	-3
COc1ccc(C(=O)OCCc2sc[n+](CC(=O)c3ccccc3)c2C)cc1	4	1	-0.3	6	0.1	10	-2	22	-1
COc1ccc(CC2C(=O)OC(C)(C)OC2=O)c(Cl)c1OC	-2	-2	-0.1	-1	0.2	10	1	7	-6
Cc1cc(C)nc(NC2=NCC(=O)N2c2ccccc2)n1	2	-6	-0.9	-7	2.4	-9	3	2	-9

2 entries from above, with each value named:
> Cc1cc(C)nc(NC2=NCC(=O)N2c2ccccc2)n1
  eLon inh: 2	bovine MsrA act: -6	TbMetRS inhib: -0.9	CendR NRP1 mod: -7	MsrA inhibitor: 2.4	SKN-1 block: -9	MT1-MMP act inh: 3	PABP1 MLLE inh: 2	FAS TE block: -9

> O=C(N/N=C/c1ccc([N+](=O)[O-])o1)c1cc(-c2cccc(Br)c2)nc2ccccc12
  eLon inh: 5	bovine MsrA act: -3	TbMetRS inhib: -0.3	CendR NRP1 mod: -10	MsrA inhibitor: -1.0	SKN-1 block: 22	MT1-MMP act inh: 20	PABP1 MLLE inh: -19	FAS TE block: 12

More results:
SMILES	eLon inh	bovine MsrA act	TbMetRS inhib	CendR NRP1 mod	MsrA inhibitor	SKN-1 block	MT1-MMP act inh	PABP1 MLLE inh	FAS TE block
COc1cc(/C=C/C(=O)Nc2nnc(C(C)(C)C)s2)cc(OC)c1OC	1	-7	-1.3	-6	1.7	9	8	41*	-7
O=C(N/N=C/c1ccc([N+](=O)[O-])cc1)c1cc(C2CC2)nc2ccccc12	-9	-2	-0.3	6	1.6	0	-1	10	11
COc1ccc(NC(=O)/C=C/c2c(Cl)nc3ccccn23)cc1	5	-4	-0.3	8	2.5	9	4	-13	1
CCC(=O)NC(c1ccco1)c1cc(Cl)c2ccccc2c1O (stereo unspecified)	-2	0	0.4	-2	0.5	7	-14	-4	6
CCOC(=O)C1(Cc2ccc(Cl)cc2)CCN(C(=O)C2=NNC(=O)CC2)CC1	-15	-1	-0.3	12	3.6	9	-5	0	-2
CC(O)Cn1c(=O)c2c(nc(Br)n2Cc2ccccc2)n(C)c1=O (stereo unspecified)	4	-8	-1.3	8	-0.4	-2	5	-9	-6
COc1cc(OC)c(C(=O)OCC(=O)NCC2CCCCC2)cc1OC	18	-3	-0.2	10	0.3	12	5	-11	-1
COc1ccc(/C=N/NC(=O)c2ccn[nH]2)cc1COc1ccc(Cl)cc1Cl	-10	-13	2.1	20	2.5	13	-5	10	-44
Cc1cc(C(=O)Nc2ccc3ccccc3c2)oc1C	-15	-1	-0.3	-8	1.6	12	6	-5	9
Cc1ccc(C2=NN=C(NC(=O)C(F)(F)F)SC2)cc1	-3	-1	0.5	-13	0.1	5	-2	16	-40
O=C(NCC(=O)N1CCN(c2ccccc2O)CC1)c1ccco1	-17	-9	-0.5	-2	-0.5	17	1	-7	-4
Cc1ccc(C)c(N(CC(=O)NC2CCCC2)C(=O)c2csnn2)c1	6	-2	-0.2	2	-0.2	20	-2	10	-8
COC(=O)Nc1ccc(=O)n(Cc2c(Cl)cccc2Cl)c1	-3	-4	0.5	-15	0.3	-10	-2	19	-8
CC(=O)C1C(=O)CC(C)(O)C(C(C)=O)C1c1ccccc1 (stereo unspecified)	1	-9	-1.3	-4	-1.4	-4	-3	-5	-3
COc1cc(C2c3[nH]c4ccccc4c3CCN2Cc2cn(C)nc2C)ccc1F (stereo unspecified)	7	-1	0.5	3	1.4	-14	-7	10	2
COc1ccc(CNC(=O)CSc2nc3cccnc3s2)cc1	-2	-2	-0.1	1	0.7	-11	-5	6	-6
COC(=O)c1cc(OC)c(OC)cc1NCC(=O)Nc1cccc(C(F)(F)F)c1	11	-4	0.1	-1	0.2	9	5	-6	16
COc1ccccc1N1CCN(C(=O)c2c(-c3ccccc3Cl)noc2C)CC1	-1	-10	-1.6	-2	-0.6	-16	-8	-2	-4
COc1ccc(OCCCC(=O)N(C)CC(=O)Nc2c(C)cccc2C)cc1	3	-12	-0.8	6	0.1	0	.	-22	-2
